Screening data (PubChem BioAssay)
mIAP activ – mouse IAP activation; muIAP, CDP-Star luminescence, 30 min; stronger effect = higher value; 1 = vehicle-only enzyme signal, 0 = enzyme-free wells; activation factor at 10 µM; actives 0.24% (n = 330,000);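 active = activation factor of at least 2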; also: the source names both 10 and 20 µM as test concentration; values of inactives mirror those of a sister screen read the other way
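Assay system: mouse IAP enzyme; reagent: chemiluminescent substrate CDP-Star; dosing: test compounds delivered from DMSO solution; schedule: 30 min at room temperature; measured by: luminescence from enzymatic CDP-Star hydrolysis; controls: DMSO-only wells and no-enzyme negative control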
APOBEC3A inh – blocks human APOBEC3A ssDNA deamination | P31941 | inhibition, % at 20 µM | actives 0.41% (n = 330,000) | recombinant A3A, FAM/TAMRA ssDNA deamination fluorescence;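 active = at least 40% inhibition at 20 µM here, with at most 30% in a related deaminase screen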;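 also: plate controls were A3A with DMSO for no effect and wells lacking A3A enzyme for full effect; some results filed as inactive read as strong as hits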
Target sequence (P31941 whole entry, looked up): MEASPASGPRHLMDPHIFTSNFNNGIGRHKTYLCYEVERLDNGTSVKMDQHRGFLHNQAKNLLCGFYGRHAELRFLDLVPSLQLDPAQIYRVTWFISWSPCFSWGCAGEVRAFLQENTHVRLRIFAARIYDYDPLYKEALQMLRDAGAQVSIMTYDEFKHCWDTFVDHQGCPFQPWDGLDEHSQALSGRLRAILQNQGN
mIAP block – blocks mouse intestinal alkaline phosphatase | purified mouse IAP, CDP-Star luminescence, 30 min | inhibition, % at 10 µM | actives 0.2% (n = 330,000);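 active = inhibition of at least 40% at 10 µM in the primary screen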;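 also: plate controls were DMSO with enzyme for no effect and no enzyme wells for full effect; values of inactives mirror those of a sister screen read the other way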
hIAP activ – human IAP activation | purified human IAP, CDP-Star luminescence, 30 min; stronger effect = higher value; 1 = vehicle-only enzyme, 0 = enzyme-free background | activation factor at 10 µM | P09923 | actives 0.16% (n = 330,000);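 active = activation factor of the enzyme at least 2-fold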; also: the source names both 10 and 20 µM as test concentration; values of inactives mirror those of a sister screen read the other way
Target sequence (P09923 whole entry, looked up): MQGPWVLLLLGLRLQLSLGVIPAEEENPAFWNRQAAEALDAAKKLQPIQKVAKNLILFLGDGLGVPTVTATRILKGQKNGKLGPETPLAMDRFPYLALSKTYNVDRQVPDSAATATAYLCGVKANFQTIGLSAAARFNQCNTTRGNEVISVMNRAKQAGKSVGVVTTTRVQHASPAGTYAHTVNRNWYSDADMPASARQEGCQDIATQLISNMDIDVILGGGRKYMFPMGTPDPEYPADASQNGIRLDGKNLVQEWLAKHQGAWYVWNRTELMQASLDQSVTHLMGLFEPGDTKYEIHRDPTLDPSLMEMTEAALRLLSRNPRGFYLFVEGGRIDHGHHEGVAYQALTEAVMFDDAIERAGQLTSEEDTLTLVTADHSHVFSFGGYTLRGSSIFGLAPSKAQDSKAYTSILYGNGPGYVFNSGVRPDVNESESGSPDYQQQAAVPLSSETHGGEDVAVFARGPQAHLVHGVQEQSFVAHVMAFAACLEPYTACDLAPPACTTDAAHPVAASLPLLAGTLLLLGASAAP
SENP1 FRET inh – SENP1 (human) catalytic domain inhibition; Q9P0U3; recombinant SENP1 catalytic domain, CyPet-SUMO1-YPet FRET cleavage; inhibition, % at 10 µM; actives 0.21% (n = 360,000); AID 624204;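 active = inhibition at least 30% at 10 µM, raw YFP signal under a set limit, fluorescence ratio 0.5 to 1.5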;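 also: 0% = enzyme with DMSO and 100% = no enzyme wells; some results filed as inactive read as strong as hits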
Target sequence (Q9P0U3 419-644 limits assumed): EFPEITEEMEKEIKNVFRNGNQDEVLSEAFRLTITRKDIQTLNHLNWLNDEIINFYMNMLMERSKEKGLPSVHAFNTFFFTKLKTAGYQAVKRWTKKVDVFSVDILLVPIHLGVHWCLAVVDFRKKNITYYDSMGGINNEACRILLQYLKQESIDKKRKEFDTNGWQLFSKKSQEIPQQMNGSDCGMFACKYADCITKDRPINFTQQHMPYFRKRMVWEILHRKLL
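Test system: hSENP1 catalytic domain, recombinant; Amount: 20 pM final SENP1 enzyme; Medium: Tris pH 8 buffer plus EDTA, NaCl, BME, BSA, NP40, catalase; Schedule: 50 min enzyme reaction, room temperature, light-protected; Technique: FRET fluorescence in CFP and YFP emission channels; Controls: no-enzyme wells low, DMSO-plus-enzyme wells high control.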
hIAP block – human IAP inhibition | P09923 | purified IAP, CDP-Star luminescence, 30 min | inhibition, % at 10 µM | actives 0.12% (n = 330,000) | AID 2544;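 active = inhibition reaching a set limit with compound at 10 µM in the primary screen, cut at about 35% in these data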;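 also: plate controls were DMSO wells with enzyme for no effect and no-enzyme buffer wells for full effect; values of inactives mirror those of a sister screen read the other way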
A3G deaminase – inhibitors of human APOBEC3G DNA deaminase; Q9HC16; recombinant A3G, ssDNA deamination FAM/TAMRA fluorescence; inhibition, % at 20 µM; actives 0.28% (n = 330,000); AID 493012;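 active = inhibition of at least 40% at 20 µM, with no more than 30% in the related APOBEC3A deaminase screen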;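 also: plate controls were DMSO wells with A3G for no effect and wells lacking A3G enzyme for full effect; some compounds called inactive have numbers as strong as hits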
MIN6 prolif – inducers of beta-cell replication in MIN6 cells; MIN6 cells proliferation, ATPlite luminescence, 48 h; cells starved in 0.2% serum; 100% = growth in 10% serum; proliferation, % at 10 µM; actives 0.29% (n = 330,000); AID 2380;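 active = compounds whose signal lies at least 3.5 SD above the mean of all wells on their plate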;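 also: 0% = DMSO-treated cells in low-serum medium and 100% = 10% serum control; some compounds called inactive have numbers as strong as hits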
NLRP3 yeast inh – blocks the NALP3 inflammasome reconstituted in yeast | AID 2825 | actives 0.39% (n = 330,000) | Yeast reconstituted NLRP3/ASC/caspase-1, beta-gal luminescence, 24 h | inhibition, % at 10 µM;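 active = inhibition of 50% or more; inactive = inhibition below 50%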;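 also: plate controls were induced DMSO wells for no effect and uninduced yeast grown without galactose for full effect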
The depositor's hits bear a star; i = inactive; x = not tested or not shown. The list is partial; the hit share may differ from the screen's.

1. Cc1ccnc(NS(=O)(=O)c2ccc(NC(=O)c3ccc(S(=O)(=O)N4CCOCC4)cc3)cc2)n1
2. CC(C)C(C(=O)NCC1CCCO1)N(Cc1cccs1)C(=O)CNS(=O)(=O)c1ccccc1 (stereo not given)
3. Cc1ccc(S(=O)(=O)Oc2ccc(C3C4=C(CCCC4=O)OC4=C3C(=O)CCC4)cc2)cc1
4. Cc1ccc(-c2nnn(CC(=O)N(Cc3cccs3)C(C(=O)NC3CCCC3)c3ccco3)n2)o1 (stereo not given)
5. CCOC(=O)c1cnc(SCc2cccc3ccccc23)nc1N
6. COc1ccc(/C=C/C(=O)NCc2cnn(C)c2C)cc1COc1ccc(Br)cc1

Assay by compound,1,2,3,4,5,6
mIAP activ,0.98,1,1,1.2,1,0.9
APOBEC3A inh,-1,-1,-3,-1,0,8
mIAP block,2,-3,-4,-23,-2,10
hIAP activ,0.9,1.1,0.95,0.75,1,1
SENP1 FRET inh,1,5,2,0,0,0
hIAP block,10,-13,5,25,-3,-2
A3G deaminase,-9,-3,-3,-5,-7,-2
MIN6 prolif,0,-1,-1,-5,-4,-3
NLRP3 yeast inh,-11,7,5,-3,5,9

Values in list order from the entries so far.
Compounds 1–6 in A3G deaminase read -9, -3, -3, -5, -7, -2
Compounds 1–6 in NLRP3 yeast inh read -11, 7, 5, -3, 5, 9

More compounds
7. CN(C(=O)c1ccc(NC(=O)Cc2cccc(NC(=O)C3CCN(C(=O)CCc4ccccc4)CC3)c2)cc1)C1CCCC1
8. CCc1ccc(CCC(=O)Nc2ccc(S(N)(=O)=O)cc2)o1
9. CCCCC(c1nnnn1C1CCCC1)N1CCN(C(=O)c2ccco2)CC1 (stereo not given)
10. Nc1nncn1C(=O)CCc1ccccc1
11. CC1(C)CC2CC(C)(CN2S(=O)(=O)c2cccc(N)c2)C1 (stereo not given)
12. CCCCC(=O)Nc1cccc(C(C)O)c1 (stereo not given)

Assay by compound,7,8,9,10,11,12
mIAP activ,1.4,0.96,1,0.98,1,0.94
APOBEC3A inh,-1,2,1,-1,-1,5
mIAP block,-43,4,-3,2,-2,6
hIAP activ,0.98,0.95,0.86,1.1,0.93,0.91
SENP1 FRET inh,2,-4,-1,0,1,x
hIAP block,2,5,14,-6,8,9
A3G deaminase,-11,-3,-1,-4,-4,1
MIN6 prolif,-2,2,-2,0,2,2
NLRP3 yeast inh,1,2,2,6,2,5

13. Cc1sc2ccccc2[n+]1CC(=O)O
14. CCN(CC)C(=O)c1nc[nH]c1C(=O)N1CCC(C)CC1
15. O=C(CNC(=O)c1ccccc1)Nc1cccc(C(F)(F)F)c1
16. C[C@@H](C(=O)NCc1ccccc1)N1C(=O)C2CC=CCC2C1=O (stereo not given in full)
17. CCN1CCCC1CNC(=O)CN1C(=O)COc2ccc(C)cc21 (stereo not given)
18. COc1cc(S(=O)(=O)N2CCN(c3ccccc3)CC2)ccc1F

Assay by compound,13,14,15,16,17,18
mIAP activ,1.1,0.94,0.99,1.1,0.99,1.1
APOBEC3A inh,-7,2,4,1,1,1
mIAP block,-10,6,1,-8,1,-7
hIAP activ,1,0.96,1.1,1,0.9,1.1
SENP1 FRET inh,-3,-1,-13,6,-1,2
hIAP block,-2,4,-12,-3,10,-6
A3G deaminase,0,2,0,3,-5,-2
MIN6 prolif,-3,1,0,-1,-3,0
NLRP3 yeast inh,-15,3,16,8,10,4

19. CN(c1ccc([N+](=O)[O-])cc1C(N)=O)C1CCCCC1
20. CN(Cc1ccccc1)CC(O)COc1ccc(CNCc2cc3ccccc3s2)cc1 (stereo not given)
21. COc1ccc(N(C(=O)c2snc(C(N)=O)c2N)C(C(=O)NCc2ccccc2)c2ccc(O)cc2)cc1 (stereo not given)
22. O=C(Nc1ccc(NC(=O)c2ccccc2F)cn1)c1ccco1
23. O=C(COc1cccc(-n2cnnn2)c1)Nc1ccccc1
24. COC(=O)c1ccc(CN2CCC(CO)(Cc3cccc(OC)c3)CC2)cc1

Assay by compound,19,20,21,22,23,24
mIAP activ,0.79,0.92,0.92,0.94,1,1
APOBEC3A inh,-2,4,-4,-5,-3,-1
mIAP block,21,8,8,6,-2,0
hIAP activ,0.92,0.68,0.88,0.92,1,0.91
SENP1 FRET inh,0,0,-8,-1,-1,-19
hIAP block,8,32,12,8,-1,9
A3G deaminase,-7,1,-8,-12,-7,-1
MIN6 prolif,1,-5,-3,-6,-1,-4
NLRP3 yeast inh,15,46,13,33,0,17

The closing four compounds of the section before come first, to join the parts.
21. COc1ccc(N(C(=O)c2snc(C(N)=O)c2N)C(C(=O)NCc2ccccc2)c2ccc(O)cc2)cc1 (stereo not given)
22. O=C(Nc1ccc(NC(=O)c2ccccc2F)cn1)c1ccco1
23. O=C(COc1cccc(-n2cnnn2)c1)Nc1ccccc1
24. COC(=O)c1ccc(CN2CCC(CO)(Cc3cccc(OC)c3)CC2)cc1
25. CCOC(=O)c1cn(CC(=O)Nc2ccc(C)cc2)nn1
26. S=C1CSc2ccccc2N1
27. CC(=O)c1c(C)[nH]c(C(=O)O)c1C
28. O=C(N/N=C\c1ccc(COc2ccc([N+](=O)[O-])cc2)o1)c1ccc(Cl)cc1
29. O=C(Nc1cccc(S(=O)(=O)N2CCOCC2)c1)c1ccccc1[N+](=O)[O-]
30. CCOC(=O)Cc1csc(NC(=O)c2c(-c3c(Cl)cccc3Cl)noc2C)n1

Assay by compound,21,22,23,24,25,26,27,28,29,30
mIAP activ,0.92,0.94,1,1,1,0.92,1.2,0.91,0.96,1
APOBEC3A inh,-4,-5,-3,-1,-6,9,-3,-3,-2,-4
mIAP block,8,6,-2,0,-4,8,-17,9,4,-4
hIAP activ,0.88,0.92,1,0.91,1.2,0.94,0.92,1,0.95,0.99
SENP1 FRET inh,-8,-1,-1,-19,2,-2,2,0,-1,-4
hIAP block,12,8,-1,9,-21,6,8,-2,5,1
A3G deaminase,-8,-12,-7,-1,-7,2,-9,-5,-6,-4
MIN6 prolif,-3,-6,-1,-4,-4,-2,1,-5,2,-4
NLRP3 yeast inh,13,33,0,17,8,6,9,-8,24,5

31. CN(C)S(=O)(=O)c1ccc(C(=O)NCc2nnc(SCC(=O)N3CCCC3)o2)cc1
32. Nc1cc(-c2ccccc2)nn1Cc1ccccc1
33. Cc1cc(N2CCC(C)CC2)nc(-n2nc(C)cc2C)n1
34. O=c1c2ccccc2sn1-c1ccccc1
35. CC1(C)Cc2cccc(OCC(=O)NCc3ccccc3F)c2O1
36. CCN(CC)CCCNc1nc2cc(OC)c(OC)cc2c2nc(-c3cccnc3)nn12

Assay by compound,31,32,33,34,35,36
mIAP activ,0.91,1,1.1,1,0.98,0.99
APOBEC3A inh,1,-5,-5,-1,-1,26
mIAP block,9,-3,-12,-2,2,0
hIAP activ,1.1,1.1,1.2,0.97,0.96,1.1
SENP1 FRET inh,0,-2,1,3,0,1
hIAP block,-13,-8,-18,3,4,-15
A3G deaminase,0,-11,-6,87*,0,7
MIN6 prolif,-1,-1,-3,-6,5,-6
NLRP3 yeast inh,1,23,33,30,8,17

37. CC(C)CNC(=O)C1CCCN(C(=O)NCc2ccccc2)C1 (stereo not given)
38. O=C(O)c1cc(-c2c[nH]c3ccccc23)nc2cc3ccccc3cc12
39. CN(C)S(=O)(=O)c1cc(C(=O)Nc2ccccc2C(=O)NC2CC2)ccc1Cl
40. Cc1ccsc1C(=O)Nc1ccc(F)c([N+](=O)[O-])c1
41. Cc1ccc(/C=C/C(=O)N2CC(=O)Nc3ccccc32)o1
42. Cn1nc(C(F)(F)F)cc1-c1ccc(/C=C(\C#N)C(=O)c2ccccc2)s1

Assay by compound,37,38,39,40,41,42
mIAP activ,1,0.94,1.1,0.94,0.97,0.97
APOBEC3A inh,1,-4,3,1,-2,-1
mIAP block,-1,6,-6,6,3,3
hIAP activ,0.9,1.1,1.1,1.1,1.1,0.91
SENP1 FRET inh,0,-29,2,3,-1,-29
hIAP block,10,-9,-13,-8,-5,9
A3G deaminase,-2,-3,-9,-2,0,0
MIN6 prolif,0,-3,1,0,4,-3
NLRP3 yeast inh,-1,5,14,37,13,12

43. O=C(Nc1ccc(Oc2cccnc2)cc1)C1CCN(Cc2ccc(F)cc2)CC1
44. CCOCCCNC(=S)Nc1ccc2nc(N3CCN(CC)CC3)cc(C)c2c1
45. O=C(c1ccc(CS(=O)Cc2ccc(Cl)cc2)o1)N1CCN(c2ccccn2)CC1 (stereo not given)
46. CCn1c(COc2ccc(=O)n(-c3ccccc3)n2)nnc1SC
47. Cc1ccc(-c2nc(CS(=O)(=O)CC(=O)NCCCN3CCN(C)CC3)c(C)o2)cc1
48. Cc1ccc(CNC(=O)CNS(=O)(=O)c2ccc3nc(C)sc3c2)cc1

Assay by compound,43,44,45,46,47,48
mIAP activ,1.3,1,0.99,0.9,1,1
APOBEC3A inh,-3,-1,3,4,-2,0
mIAP block,-29,-5,1,10,0,-2
hIAP activ,1.8,1.1,1.2,0.92,1,0.96
SENP1 FRET inh,-2,-8,1,0,2,2
hIAP block,-82,-7,-16,8,-2,4
A3G deaminase,-3,-5,1,-1,-2,-5
MIN6 prolif,-4,-5,4,-2,2,-2
NLRP3 yeast inh,25,24,9,3,12,13

49. CCOC(=O)C(=CNc1cc(C)nn1-c1ccccc1)C(=O)OCC
50. O=C(Nc1ccc(S(=O)(=O)N2CCCC2)cc1)c1cc(=O)c2ccccc2o1
51. CC(=O)N1C(C(=O)O)CSC1c1cccc(C)c1 (stereo not given)
52. CCCCN1C(=O)C(NC(C)=O)c2cc(Br)ccc21 (stereo not given)
53. O=C(NCCC(=O)N1CCCC(C(F)(F)F)C1)c1ccccc1Cl (stereo not given)
54. COCCOC(=O)C1=C(C)NC(=O)NC1c1ccc(OC(=O)c2ccco2)c(OC)c1 (stereo not given)

Assay by compound,49,50,51,52,53,54
mIAP activ,0.95,1.1,1.1,1,0.97,1
APOBEC3A inh,4,-2,2,-1,-4,-3
mIAP block,5,-14,-8,-1,3,-2
hIAP activ,0.89,1.1,0.96,1.2,1,0.99
SENP1 FRET inh,0,2,4,-2,1,0
hIAP block,11,-6,4,-19,0,1
A3G deaminase,-2,-6,3,0,-9,-4
MIN6 prolif,1,-4,-5,-2,5,-4
NLRP3 yeast inh,-13,-7,-17,20,19,-6

55. CCc1cc(Cn2nc(-c3ccccc3)cc2C(=O)NCc2cccc(Br)c2)on1
56. CCOc1ccc(CCNC(=O)C2CCC(=O)N2CCc2ccccc2)cc1OCC (stereo not given)
57. O=C(COC(=O)Cc1ccccc1F)Nc1ccc2c(c1)OCCO2
58. Cc1nn(C)cc1/C=C/C(=O)c1cccs1

Assay by compound,55,56,57,58
mIAP activ,6.6*,0.96,1.1,0.93
APOBEC3A inh,-2,-2,1,-2
mIAP block,i,4,-7,7
hIAP activ,0.93,0.99,0.94,0.91
SENP1 FRET inh,3,-1,3,-1
hIAP block,7,0,6,9
A3G deaminase,-8,-4,-9,-4
MIN6 prolif,-6,-3,1,-3
NLRP3 yeast inh,6,2,5,11
